Screens as filed in PubChem BioAssay.
Shiga inhibitor: Shiga toxin inhibition; Vero cells, Shiga toxin protein synthesis inhibition reporter; inhibition, % at 38.7 µM; 9.2% of 290,000 active; AID 2315; in the data active means inhibition mostly above about 28%, no sharp cut-off; inactive means mostly below about 43%; further: 0% is about no effect
AmpC inh no detg: AmpC beta-lactamase inhibition without detergent | Potency, µM (doses to about 57.1 µM), for inactives: top-dose activity change, negative = inhibition, actives largely listed as inhibitors | 0.52% of 330,000 active | AmpC nitrocefin hydrolysis, absorbance 480 nm, 0.0001% Triton | AID 485341 | P00811;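 further: potency means the concentration at half of the fitted maximal effect; plate controls were no compound for no effect and no enzyme for full effect; nearly all actives have a fitted effect of over 20% in size; some results filed as inactive show a strong effect at the top dose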
Target sequence (P00811 whole entry, looked up): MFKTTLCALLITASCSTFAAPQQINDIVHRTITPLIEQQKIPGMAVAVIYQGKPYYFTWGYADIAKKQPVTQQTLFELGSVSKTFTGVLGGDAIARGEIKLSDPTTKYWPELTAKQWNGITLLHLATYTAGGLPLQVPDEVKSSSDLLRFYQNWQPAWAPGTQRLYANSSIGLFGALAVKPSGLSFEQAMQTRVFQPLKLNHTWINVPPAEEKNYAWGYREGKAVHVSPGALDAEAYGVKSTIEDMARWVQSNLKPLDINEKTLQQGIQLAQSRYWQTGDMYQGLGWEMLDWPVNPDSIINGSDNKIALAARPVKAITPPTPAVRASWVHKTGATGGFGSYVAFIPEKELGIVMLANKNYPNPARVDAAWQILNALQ
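AmpC (5.3 nM in the dispensed reagent) in 20 mM phosphate pH 7.0 with 0.01% (detergent screen) or 0.0001% Triton X-100 was preincubated with compounds for 15 min at room temperature. Nitrocefin was then added from an 800 uM solution, and hydrolysis was followed at 480 nm.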
AMA1 RON2 block: AMA1-RON2 (P. falciparum) interaction inhibition; AlphaScreen AMA1-biotinylated RON2 peptide binding; Potency, µM (doses to about 58.2 µM), for inactives: at the highest dose activity change, negative = inhibition, usual class: inhibitors; 0.2% of 360,000 active;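 further: potency means the concentration at half of the fitted maximal effect; 0% = vehicle wells and -100% = peptide control; nearly all actives have a fitted effect of over 45% in size; some results filed as inactive show a strong effect at the top dose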
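AMA1 (3D7) with his tag at 25 nM final met compounds first, then biotinylated RON2 peptide at 25 nM; detection used donor plus acceptor beads, 10 µg/mL apiece, read by AlphaScreen after 30 min at room temperature.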
HCMV inh: inhibitors of human cytomegalovirus; AID 1259415; HFF cells, HCMV-luciferase reporter, 72 h; active compounds read low; activity change, negative = inhibition, % at 57.5 µM; 4.5% of 410,000 active; in the data active means activity change below about -60%; inconclusive means no clear call, values can overlap the other calls; inactive means above about -39%; further: on the % scale 0 is the no-effect control and ±100 the full control effect
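Human foreskin fibroblasts infected with luciferase-reporter HCMV at MOI 1 PFU/cell, compounds at two doses. Luciferase measured 72 h post infection; normalized to buffer-only basal and Salinomycin (10uM) controls.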
Cycloheximide cs: affects cycloheximide protein synthesis inhibition readout, counter-screen; cell reporter, cycloheximide protein synthesis inhibition counterscreen; max response, %; 12% of 300,000 active; AID 2314; in the data active means max response mostly above about 13%, no sharp cut-off; inactive means mostly below about 14%; further: read at 38.3 µM for the half of the compounds with a filed dose; 0% is about no effect
AmpC inh detg: AmpC beta-lactamase inhibition with detergent present | AmpC hydrolysis of nitrocefin, absorbance 480 nm, 0.01% Triton | 0.041% of 370,000 active | AID 485294 | Potency, µM (series often up to 114 µM), inactives show at the highest dose activity change, negative = inhibition, most hits filed as inhibitors | P00811;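 further: potency means the concentration at half of the fitted maximal effect; 0% = no-compound wells and -100% = no-enzyme wells; nearly all actives have a fitted effect of over 25% in size; some results filed as inactive show a strong effect at the top dose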
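20 mM phosphate pH 7.0 + 0.01% (detergent screen) or 0.0001% Triton X-100; 5.3 nM AmpC reagent; cpd preinc 15 min RT; nitrocefin (800 uM stock) to start; A480 q20 s × 4 min; Activity was normalised to no-enzyme and no-compound control wells.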
Giardia FBPA inh: blocks Giardia fructose-bisphosphate aldolase activity; A8B2U2; purified Giardia FBPA; Potency, µM (titrated, usually from 59.6 µM), for inactives: top-dose activity, negative = inhibition, actives largely listed as inhibitors; 0.71% of 290,000 active; further: potency means the concentration at half of the fitted maximal effect; on the % scale 0 is the no-effect control and ±100 the full control effect; nearly all actives have a fitted effect of over 55% in size
Target sequence (A8B2U2 whole entry, looked up): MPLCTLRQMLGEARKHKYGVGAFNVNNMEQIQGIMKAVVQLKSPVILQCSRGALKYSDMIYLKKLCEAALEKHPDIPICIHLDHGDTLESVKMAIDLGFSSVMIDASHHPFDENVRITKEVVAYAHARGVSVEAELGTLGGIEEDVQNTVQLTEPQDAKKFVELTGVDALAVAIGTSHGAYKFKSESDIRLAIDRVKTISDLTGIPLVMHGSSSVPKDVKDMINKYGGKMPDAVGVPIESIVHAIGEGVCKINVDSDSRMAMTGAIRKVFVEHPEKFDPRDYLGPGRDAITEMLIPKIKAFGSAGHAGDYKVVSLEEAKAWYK
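40 nM FBPA preincubated 10 min at RT with compound (up to 57.5 uM final), then substrate plus GAPDH/TPI/NAD/arsenate coupling and diaphorase/resazurin added. Fluorescence read after 20 min at RT, 525/598 nm.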
Starred values were filed as active, the others as inactive; ? = inconclusive; · = no result given; & = joins results of further samples; [ ] = remark or other dose. Unless noted, the call rests on the fitted dose curve; in most records, active means well fitted curve in the direction sought with a large enough effect; inconclusive means small, poorly fitted or top-dose-only effect, or another doubt; inactive means no such curve, though single readings can be large; an effect the other way counts as inactive or inconclusive.

SMILES	Shiga inhibitor	AmpC inh no detg	AMA1 RON2 block	HCMV inh	Cycloheximide cs	AmpC inh detg	Giardia FBPA inh
O=C(O)CCNS(=O)(=O)c1ccccc1Br	31	-21%	0%	26	-2	-1%	3%
N/C(Cc1cccs1)=N\OC(=O)COc1ccccc1Cl	119*	-8%	90%[activator]	31	60*	-8%	-4%
Cc1ccc(-c2nc(CS(=O)CC(=O)NCCN(CC(C)C)CC(C)C)c(C)o2)cc1 (stereo not drawn)	4	41%	-1%	9	2	11%	?
Cc1cc(C)n(-c2nc(N(c3ccccc3)c3ccccc3)nc(-n3nc(C)cc3C)n2)n1	23	-14%	-2%	·	-1	-14%	4%
CC(OC(=O)c1cccn1C)C(=O)Nc1ccc2c(c1)OCO2 (stereo not drawn)	-3	-21%	2%	7	-2	7%	1%
Cc1cc(F)ccc1S(=O)(=O)Nc1ccccc1C(=O)N1CCCC1	·	-15%	-4%	-13	·	?	·
CCOc1ccccc1N(CC(=O)N1CCc2ccccc2C1)S(C)(=O)=O	·	16%	-4%	8	2	?	-2%
Cn1c(Cn2c(=O)sc3ccccc32)nnc1SCc1ccc(F)cc1	-4	6%	-1%	-24	-3	0%	-4%
CC(OCC(O)CN1CCCCC1CCO)c1ccc(Cl)cc1 (stereo not drawn)	-6	9%	0%	-7	-9	-10%	5%
COCCCNC(=O)CN1C(=O)/C(=C/c2ccccc2)Sc2ccccc21	3	168%[activator]	4%	-1	-3	4%	0%
COc1ccc(NC(=O)CSc2nc3ccccc3nc2N2CCCCC2)cc1	1	-29%	12%	-17&-24	-2	-6%&5%	15%
CCOC(=O)c1[nH]c(C)c(C(=O)NC)c1C	-3	-12%	-6%	-2	-4	?	-1%
OCC[C@H]1C[C@@H](O)[C@H](O)[C@]2(CCCc3ccccc3O2)O1	·	-8%	32%[activator]	2	·	?	·
O=C(Cc1ccc(NC2=NC3CS(=O)(=O)CC3S2)cc1)NCCc1ccccc1 (stereo not drawn)	-5	-11%	-7%	44	1	-5%	?
CCCOc1ccc(CSC(CC(=O)O)C(=O)O)cc1 (stereo not drawn)	-12	-8%	-6%	-2	-3	1%	10%
CC1=CC(C)(C)NC(=S)N1c1ccc2ccccc2c1	-9	-20%	1%&-1%	?	-5	-5%	1%
CC(C)c1ccc(NC(=O)Cn2ncn3c(cc4ccccc43)c2=O)cc1	-7	-18%	2%	13	10	-4%	-5%
O=C1C2C3C=CC(C3)C2C(=O)N1CCN1CCN(Cc2ccc([N+](=O)[O-])cc2)CC1 (stereo not drawn)	-7	0%[2.29 µM]	-6%	1	-1	-8%	2%
O=S(=O)(c1ccc2ccccc2c1)N1CCN=C1SCc1cccnc1	-10	49%	-4%	-17	0	-6%	-5%
CC(C)(C)NC(=O)C(=O)NC(=O)c1c(F)cccc1Cl	-8	-17%	3%	-29	-1	?	1%
COc1ccccc1N=c1oc2c(OC)cccc2cc1C(=O)NCc1ccco1	115*	-8%	-1%	·	48*	-4%	2%
CC(NC(=S)NC1CCCCC1)c1ccccc1 (stereo not drawn)	·	-22%	9%	?	2	-13%	-14%
COc1ccc(-c2cc(C)no2)cc1S(=O)(=O)N1CCN(c2cccc(C)c2)C(C)C1 (stereo not drawn)	-4	46%	-4%	-74*	-2	-7%&-5%	·
C/C=C(/C)C(=O)Nc1cccc(C2=NOC3(C2)C[C@@H](C(N)=O)N(C(=O)c2ccc(OC)cc2)C3)c1 (stereo partly drawn)	1	24%	5%	30	-1	3%	-2%
CN(C)CCCNC(=O)c1cc(C(=O)c2cccc(Cl)c2Cl)c[nH]1	-12	13%	8%	7	-9	0%	7%
Cc1cccc(CN2CCN(C(=O)Cc3ccccc3)CC2)c1	24	28%	-20%	25	6	?	?
COC(=O)CCC(=O)N1CCCC(CO)(Cc2ccccc2C)C1 (stereo not drawn)	-7	15%	-2%	?	-3	-4%	8%
O=C(N/N=C/c1ccc[nH]1)c1ccccc1OCc1ccc(F)cc1	-7	-43%	8%	?	-5	8%	-6%
O=C(CSc1nnc(NC(=O)c2ccccc2F)s1)Nc1ccccc1F	70*	-30%	-7%	124	35*	-12%	3%
Cc1ccc(CN2C(=O)c3ccccc3Sc3ccc(C(=O)NCCCN4CCOCC4)cc32)cc1	-17	187%[activator]	5%	-38&42	2	1%&16%	-2%
O=C(Cc1ccccc1Cl)Nc1nc2ccccc2[nH]1	31*	-32%	34%[activator]	17	31*	5%	1%
Clc1ccccc1Nc1nnc(-c2ccncc2)s1	28*	-30%	-5%	?	41*	-1%	0%
COc1ccc(CC(=O)OCc2cc3ccccc3[nH]c2=O)cc1	-10	-15%	0%	-4	3	8%	3%
O=C(CC1SC(N2CCCCC2)=NC1=O)Nc1ccc(C(=O)O)cc1 (stereo not drawn)	·	-13%	7%	9	·	-1%	·
CC1=CC(C)(C)N=C(NC#N)N1	-2	-10%	1%	20	-4	?	0%
CC1(C(=O)N2CCN(Cc3ccccc3Cl)CC2)CC1(Cl)Cl (stereo not drawn)	120*	97%[activator]	-2%	21	20*	-1%	20%
COc1cc(OC)cc(C(=O)Nc2nc3ccccc3[nH]2)c1	129*	-22%	-5%	9	59*	-2%	3%
CCCc1nc(SCC(=O)N2CCC(Cc3ccccc3)CC2)c2c(=O)n(C)c(=O)n(C)c2n1	-1	3.5µM*	-9%	-23	-1	?	8%
O=C(C1=C[C@H](C2CC2)C[C@H](OCCCCO)O1)N1CCN(Cc2ccc3c(c2)OCO3)CC1	-12	148%[activator]	6%	-16	-3	7%	3%
N#Cc1cccc(NC(=O)c2cncn2-c2ccccc2)c1	-10	-17%	0%	12	-8	-6%	4%
c1ccc(-c2noc(COc3ccc4c(c3)OCO4)n2)cc1	55*	-17%	0%	87	26*	?	0%
CC(=O)c1ccc(N/N=C2/CCCNC2=O)cc1	45	-18%	11%	96	22*	-2%	9%
CCCN1C2=C(C(=O)CCC2)C(c2ccc(O)c(Br)c2)C2=C1CCCC2=O	6	-21%	3%	-26	-1	-1%	3%
O=C(NCc1ccc(F)cc1)C1CCCN(C(=O)NCc2ccccc2)C1 (stereo not drawn)	4	6%	8%	-20	-3	-7%	-6%
CCOC(=O)C1(Cc2ccccc2)CCN(Cc2cccc3nccnc23)CC1	-13	41%	-5%	-19	-2	5%	-1%
CC1SC(c2ccc(F)cc2)N(CCc2ccccc2)C1=O (stereo not drawn)	42*	2%	0%	-2	24*	-3%	-6%
COc1ccc(NC(=O)c2cc(S(=O)(=O)N(Cc3ccccc3)c3ccccc3)ccc2Cl)cn1	1	-35%	-12%	-30	6	-3%	?
CC(=O)OC(Cn1ccnc1)c1ccccc1 (stereo not drawn)	2	-10%	-7%	-21	0	-10%	-18%
CC(=O)N1CCC2(CC1)CC(=O)c1cc(OCC(=O)N3CCC4(CC3)OCCO4)ccc1O2	-6	14%	-4%	-37	-5	-7%	6%
CN1CCC(N(C)C(=O)Cc2ccccc2[N+](=O)[O-])CC1	11	-8%[2.29 µM]	22%	-2	-4	-5%	2%
CC(/C=C/c1cccc([N+](=O)[O-])c1)=N/NC(=O)c1cccnc1	36	-10%	46%[activator][11.6 µM]	-62*	14	-1%	7%
CNC(=O)CCCc1nc(-c2ccccc2Cl)no1	-5	-8%	14%	64	-1	-1%	2%
CC(OC(=O)c1oc2ccccc2c1COc1ccccc1)C(N)=O (stereo not drawn)	-8	17%	5%	-34	-5	1%	0%
Nc1ncnc2oc(-c3ccco3)c(-c3ccco3)c12	-11	-31%	?	-39	1	-1%	?
CCOc1ccc(CCNC(=O)CCc2nnc3ccc(N4CCOCC4)nn23)cc1	-4	16%	-18%	-7	1	?	-1%
Cc1ccc(S(=O)(=O)N(C)C)cc1NC(=S)NCCc1ccccn1	-9	-32%	36%[activator]	-13	-1	-1%	-9%
COc1ccc(NC(=O)CSc2n[nH]c(N)n2)cc1OC	-3	-4%[2.29 µM]	3%	-20	-4	-9%	-1%
CCOc1ccc(/C=C2/C(=O)N(c3ccc(OC)cc3)C(=S)N2CC(=O)OC)cc1OCC	12*	70%[activator]	-22%	31	30*	2%	-4%
CCCNCC(O)COc1ccccc1C(=O)CCc1ccccc1 (stereo not drawn)	-16	14%	-4%	28	-4	-12%	-6%&-2%&2%
CCCc1nnc(SCC(=O)N2CCCCC2C)n1CC1CCCO1 (stereo not drawn)	-3	-6%	-4%	-14	1	-5%	·

As a working copy, some entries already given.
SMILES	Shiga inhibitor	AmpC inh no detg	AMA1 RON2 block	HCMV inh	Cycloheximide cs	AmpC inh detg	Giardia FBPA inh
COCCCNC(=O)CN1C(=O)/C(=C/c2ccccc2)Sc2ccccc21	3	168%[activator]	4%	-1	-3	4%	0%
COc1ccc(NC(=O)CSc2nc3ccccc3nc2N2CCCCC2)cc1	1	-29%	12%	-17&-24	-2	-6%&5%	15%
CCOC(=O)c1[nH]c(C)c(C(=O)NC)c1C	-3	-12%	-6%	-2	-4	?	-1%
OCC[C@H]1C[C@@H](O)[C@H](O)[C@]2(CCCc3ccccc3O2)O1	·	-8%	32%[activator]	2	·	?	·
O=C(Cc1ccc(NC2=NC3CS(=O)(=O)CC3S2)cc1)NCCc1ccccc1 (stereo not drawn)	-5	-11%	-7%	44	1	-5%	?
CCCOc1ccc(CSC(CC(=O)O)C(=O)O)cc1 (stereo not drawn)	-12	-8%	-6%	-2	-3	1%	10%

The listing picks up, repeating the two entries before the break.
SMILES	Shiga inhibitor	AmpC inh no detg	AMA1 RON2 block	HCMV inh	Cycloheximide cs	AmpC inh detg	Giardia FBPA inh
CCCNCC(O)COc1ccccc1C(=O)CCc1ccccc1 (stereo not drawn)	-16	14%	-4%	28	-4	-12%	-6%&-2%&2%
CCCc1nnc(SCC(=O)N2CCCCC2C)n1CC1CCCO1 (stereo not drawn)	-3	-6%	-4%	-14	1	-5%	·
CSCC(C)N1CCC(CO)(CCCc2ccccc2)CC1 (stereo not drawn)	-12	24%	2%	3	1	-3%	4%
O=C(COc1cc(Cl)ccc1Cl)Nc1ccc2c(c1)CCC2	8	-17%	-21%	-30	9	-10%	6%
CN1CC=C2C(C#N)=C(N)C(C#N)(C#N)C(c3ccsc3)C2C1 (stereo not drawn)	-6	-22%	-4%	-2	-4	-15%	-27%
Cc1cc(NC(=O)CSc2ncnc3c2cnn3-c2cccc(Cl)c2)no1	-4	-14%	15%	0	-5	-1%	7%
O=C(c1ccc(-c2ccc([N+](=O)[O-])cc2Cl)o1)N1CCOCC1	57*	3%	-6%	-38	26*	4%	-2%
COc1ccc(NC(=O)Nc2ccccc2C)c(OC)c1	41	-9%	-9%	-9	3	-12%	-1%
CCn1nc(C)c(NC(=O)CSc2nnc(-c3ccco3)n2C)c1C	-13	-23%	0%	18	-1	-7%	2%
CNC(=O)CSc1nnc(CCc2ccccc2)n1-c1ccccc1	25	24%	-3%	14	1	-7%	-4%
Cc1cc(C)n2nc(C(=O)N/N=C/c3ccc(Cl)cc3)nc2n1	-5	2%	-10%	24	-2	-3%	3%
